Hep lipid drop = inhibitors of hepatocyte lipid droplet formation, primary screen, imaging, high-throughput imaging, BODIPY stain. AML12 mouse hepatocytes, oleate lipid droplets. inhibition, % at 6.5 µM. hit rate 0.4% among 240,000. AID 1656, 2009;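 active means lipid droplet intensity inhibited by at least 50%, with more than 500 cells counted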
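Assay system: AML12 mouse liver cells | Compound: 6.5 µM single-point dosing | Schedule: Overnight exposure | Technique: Fluorescence imaging, 20x objective, two fields per well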
Ins promoter up = insulin promoter activators in MIN6 cells, imaging, high-content screening, mouse beta cells; MIN6 insulin promoter-GFP reporter; active compounds read high; z-score at 5 µM; hit rate 0.3% among 190,000;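 active means z-score above 3 at 5 µM with at least 500 cells counted in the well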
Dynein cargo inh = inhibitors of GR-EGFP nuclear translocation, primary screen, dynein cargo transport inhibitor project, imaging, high-content, 3617.4 mouse cells; test concentration mostly 20 µM; stimulated with dexamethasone, 1 µM; active compounds read low; z-score, hits read low; hit rate 0.47% among 220,000;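 active means plate z-score of nuclear minus cytoplasmic receptor signal below a set negative limit, without overly bright fluorescence or cell loss, cut at about -3.5 in these data, passing the limit was not always enough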;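 further: z-score of nuclear minus cytoplasmic ring GR-EGFP intensity difference per well; some compounds called inactive have numbers as strong as hits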
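medium = tetracycline-free induction medium containing charcoal-stripped FBS | also added = 1.0 µM final dexamethasone stimulus | schedule = 48 h induction, 1 h compound, 30 min dex at 37 °C | technique = fixed, Hoechst-stained cells imaged at 10x for EGFP | measure = GR-EGFP nuclear translocation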
b-catenin transl = modulators of beta-catenin nuclear translocation, primary screen, imaging, HeLa cells, immunofluorescence, high-content | AID 1665, 2009 | hit rate 0.3% among 190,000 | nuclear translocation activity, % at 5 µM;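 active means nuclear translocation activity above 50% at 5 µM, with a well cell count of 50 or more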;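 further: per-cell ratio of nuclear to cytoplasmic median beta-catenin stain intensity; plate controls were DMSO negative control for no effect and GSK-3 inhibitor IX positive control for full effect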
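System: Human HeLa cells, endogenous beta-catenin | Compound dosing: 5 µM primary, 0.02–20 µM confirmation | Timing: 24 h compound exposure at 37°C, 5% CO2 | Measured by: Fluorescence imaging of beta-catenin antibody stain plus DAPI | Read-out basis: % activation of per-cell nuclear versus cytoplasmic median beta-catenin signal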
Yfh1-depleted yeast = enhancers of respiration in Yfh1-depleted yeast, dose response, Friedreich's ataxia, plus single-dose screen (AID 1465); S. cerevisiae Yfh1-off respiration, WST-1 reduction, 72 h; higher fold induction means a stronger effect; fold induction at 50 µM; hits with a dose series show EC50 in µM; hit rate 0.074% among 220,000;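 active means fold induction of absorbance versus untreated yeast above a set limit, then at least 30% activation at any dose in follow-up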;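 further: activators that raise dye reduction in frataxin-depleted yeast; strong numbers were not always called active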
Autophagy mod = autophagy modulators in MEF cells, primary screen, imaging, high-content, MEF GFP-LC3; MEF GFP-LC3 puncta imaging; test concentration mostly 10 µM; calls only at 10 µM (by protocol); hit rate 0.98% among 190,000; AID 463193, 2010;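 active means percentage of spot-positive cells more than 3 SD above its plate mean, without a fluorescence outlier flag or 80% toxicity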;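 further: spot-positive cell cutoff set from DMSO-treated cells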
NOD2 inhibition = NOD2 signaling inhibitors, cell-based, luminescence, uHTS, HEK293 (AID 1566). HEK293 NOD2/NF-kB luciferase reporter, luminescence; higher % means a stronger effect. inhibition, % at 4 µM; hits with a dose series show EC50 in µM. hit rate 0.63% among 290,000; in the data active means inhibition above about 50%; further: many of its hits are not listed in these tables
WT yeast gro inh = growth inhibition of WT strain, primary screen, mitochondrial fusion inhibitor project, WT and mutant strains, chemical genetic; mitochondrial fusion phenotypic screen; inhibition, % at 10 µM; hit rate 2.1% among 190,000; AID 1362, 2008; in the data active means inhibition above about 58%; tested in S. cerevisiae
MT stabilize HCS = microtubule stabilizers in HeLa cells, primary screen, imaging, high-content imaging | HeLa tubulin immunostaining HCS, 24 h; share of cells brighter than vehicle mean+2SD | % tubulin-high responders, % at 10 µM | hit rate 0.83% among 200,000 | AID 2205, 2009;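 active means plate Z-score above 3 for both tubulin-high and condensed-nucleus cell shares, with cell loss under 80%, at 10 µM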;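 further: anti alpha tubulin signal scored within the nucleus-defined area of each cell; some results filed as inactive read as strong as hits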
WT yeast gro inh mutant strain = second read-out of WT yeast gro inh, no call of its own (marks repeat the call); inhibition, %; mitochondrial fusion phenotypic screen, mutant strain inhibition
Dynein cargo inh cytoplasmic EGFP = further read-out of Dynein cargo inh, marked with its call; z-score; measured here: cytoplasmic GR-EGFP intensity; active compounds read high
Dynein cargo inh nuclear GR-EGFP = recorded beside Dynein cargo inh, whose call it bears; z-score; measured here: nuclear GR-EGFP intensity;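 lower value marks the stronger effect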
Dynein cargo inh cell count = second read-out of Dynein cargo inh, no call of its own (marks repeat the call); z-score; measured here: cell count per field
Ins promoter up cell count = further read-out of Ins promoter up, marked with its call; cell count; measured here: cytotoxicity, nuclei count;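 total cells summed across four imaged fields per well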
Hep lipid drop cells 6.5 µM = also measured in Hep lipid drop; calls as there; cell count; measured here: cell count, cytotoxicity flag;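 cells counted across two imaged fields per well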
b-catenin transl cell count 5 µM = second read-out of b-catenin transl, no call of its own (marks repeat the call); cell count; measured here: cell count, cytotoxicity flag
MT stabilize HCS Hoechst-high % = also measured in MT stabilize HCS; calls as there; % Hoechst-high responders; measured here: nuclear condensation Hoechst responders;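 share of cells brighter than vehicle mean plus two SD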
MT stabilize HCS cytotoxicity % = recorded beside MT stabilize HCS, whose call it bears; toxicity, %; measured here: cytotoxicity by cell density;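 0% = mean cell density of plate MIN control wells and 100% = no cells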
Autophagy mod cell loss 18 h = further read-out of Autophagy mod, marked with its call; toxicity, %; measured here: cell loss, nuclei count;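 cell loss after 18 h compound exposure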
An asterisk follows results filed as active; i = inactive; . = not tested or not shown. An excerpt; the hit share may differ from the screen's.

SMILES	Hep lipid drop	Hep lipid drop cells 6.5 µM	Ins promoter up	Ins promoter up cell count	Dynein cargo inh	Dynein cargo inh cytoplasmic EGFP	Dynein cargo inh nuclear GR-EGFP	Dynein cargo inh cell count	b-catenin transl	b-catenin transl cell count 5 µM	Yfh1-depleted yeast	Autophagy mod	Autophagy mod cell loss 18 h	NOD2 inhibition	WT yeast gro inh	WT yeast gro inh mutant strain	MT stabilize HCS	MT stabilize HCS Hoechst-high %	MT stabilize HCS cytotoxicity %
CCc1nn(-c2cc(Cl)ccc2OC)c2c1C(=O)CCC2	.	.	0.25	1492	0.39	-0.15	0.38	0.14	11	1242	i	i	19	14%	8	-9	27*	11*	36*
O=C1NC(=O)C(Cc2ccccc2)(c2cccnc2)N1 (stereo not drawn)	.	.	-0.3	1381	0.51	-0.29	0.013	0.56	-0.9	1317	i	.	.	9%	.	.	.	.	.
CCn1nnnc1SCC(=O)NCc1ccco1	.	.	-0.39	1273	-0.55	-0.19	-0.27	0.33	-5.9	951	i	i	-4	-13%	-18	-13	0.8	1.4	11
CCNC(=O)COC(=O)c1cc(S(=O)(=O)N2CCCc3ccccc32)ccc1Cl	-3	750	-0.02	1493	-0.5	-0.24	-0.33	0.74	-2.3	1215	i	.	.	6%	.	.	.	.	.
COC(=O)c1ccc(COC(=O)CCc2nc(-c3ccccc3)c(-c3ccccc3)o2)cc1	-6	725	-0.42	939	-0.78	0.097	-0.33	0.22	.	.	i	i	2	12%	21	-4	0.9	1.2	24
Cc1noc(C)c1C(=O)OCC(=O)Nc1ccccc1Oc1ccccc1	-7	779	.	.	0.26	-0.03	0.13	0.19	2.0	959	i	i	-5	6%	59*	51*	2.4	2.0	8.8
CCCCC(=O)Nc1ccc2c(c1)nc1n2CCOC1	.	.	0.8	1300	-1.1	-0.16	-0.45	1.8	-3.5	1079	i	i	-1	5%	13	26	1.9	3.8	5.8
N#Cc1c(-c2ccccc2Cl)cc(-c2ccccc2)[nH]c1=S	-1	674	0.49	1499	-0.85	0.043	-0.4	1.5	0.7	1533	i	i	-1	-5%	-10	4	11	1.5	8.6
C=CCOc1ccc(CNc2nccs2)cc1OCC	30	712	.	.	-1.4	-0.24	-0.68	0.62	-2.3	1225	i	i	-5	-10%	-2	0	2.4	1.9	4.8
N#CCOc1nc(N2CCCCC2)nc(N2CCCCC2)n1	30	716	-0.56	1408	0.22	-0.19	0.48	-0.42	0.9	1082	i	i	-7	11%	-7	-8	1.6	0.9	10
O=C(NC1CCCC1)c1ccc(CSc2nc3ccncc3n2Cc2ccc(F)cc2)cc1	8	754	-0.95	1361	-0.13	0.5	0.72	-0.5	-1.1	543	i	i	10	10%	-19	-2	2.8	1.0	10
COc1ccc(CC2(CO)CCN(Cc3ccc4nsnc4c3)CC2)cc1	-8	695	-0.33	1412	-0.026	-0.38	-0.099	1.5	0.4	951	i	i	-1	1%	6	9	1.4	1.2	4.0
O=C(OC(C(=O)NC1CCCC1)c1ccccc1F)c1ccco1 (stereo not drawn)	.	.	.	.	-0.57	-0.2	-0.25	0.61	-1.0	1166	i	i	3	-11%	4	8	1.7	1.5	7.7
CSC1=C(C#N)C(c2cccs2)CC(=O)N1C (stereo not drawn)	.	.	0.45	1273	0.065	-0.43	0.011	-0.069	-6.4	998	.	i	10	11%	.	.	3.5	1.6	9.5
Cn1c(=O)c2c(nc(N3CCc4ccccc4C3)n2Cc2ccc(Br)cc2)n(C)c1=O	-8	649	-0.43	1230	3.2	0.21	3.3	-3.7	1.3	896	i	i	2	12%	-10	2	4.3	1.7	6.1
Cc1ccc(-n2c(=S)[nH]c3sc4c(c3c2=O)CCC4)cc1	-1	707	0.47	1492	0.47	-0.23	0.58	-0.84	0.4	1431	i	i	-10	3%	2	-4	1.9	1.5	3.6
Cc1ccc(C(=O)Oc2cccc(NC(=O)c3ccccc3)c2)cc1C	5	668	-0.11	1314	0.4	-0.24	0.25	-0.25	0.9	1137	i	i	-5	-15%	44	4	1.4	2.5	14
Cc1cccc(C)c1NC(=O)CSc1nc(-c2ccco2)cc(C(F)(F)F)n1	-47	686	.	.	0.15	0.012	0.11	0.33	3.5	1112	i	i	36	4%	-8	-1	41*	17*	33*
O=C(CCc1nc2ccccc2[nH]1)NCc1ccc2c(c1)OCO2	-3	670	0.58	1099	1.9	-0.098	2.1	-1.7	-0.3	565	i	i	4	14%	-11	-15	6.3	1.8	13
Cc1nc(S(=O)(=O)NC2CCCCC2)c(C#N)c(C)c1Cl	.	.	.	.	0.59	-0.13	0.85	-1.2	.	.	.	i	7	-8%	10	-15	1.1	1.9	5.9
COc1ccccc1NC(=O)c1ccc2nc(N3C(=O)CCC3=O)sc2c1	.	.	-0.17	1262	0.75	-0.18	0.38	-0.48	1.4	1445	i	i	4	-8%	29	18	2.5	1.5	6.1
O=C(Nc1ccc(S(=O)(=O)Nc2nccs2)cc1)c1ccc(=O)[nH]c1	19	631	.	.	-0.83	-0.18	-0.61	0.12	0.5	1508	i	i	-6	-7%	-34	-8	2.1	2.4	1.5
O=C(Nc1ccc(Cl)cc1)c1ccc2nsnc2c1	11	755	-0.61	1265	-0.42	-0.22	-0.14	0.14	-0.3	1132	i	i	36	-57%	9	2	4.3	2.1	3.7
CCOc1ccc(C2Nc3ccc4ccccc4c3-c3c2c(=O)oc2ccccc32)cc1 (stereo not drawn)	-12	788	0.01	931	0.11	-0.14	0.15	-2.3	-2.8	1213	i	i	-15	-47%	-13	-14	1.1	1.1	9.0
O=C(O)C1CCCCC1C(=O)NCCCN1CCOCC1 (stereo not drawn)	.	.	0.1	1447	-1.2	-0.3	-0.45	0.32	3.1	1371	i	i	-18	12%	19	25	3.4	2.3	3.4

The last 3 entries of the part before come first, to join the parts:
SMILES	Hep lipid drop	Hep lipid drop cells 6.5 µM	Ins promoter up	Ins promoter up cell count	Dynein cargo inh	Dynein cargo inh cytoplasmic EGFP	Dynein cargo inh nuclear GR-EGFP	Dynein cargo inh cell count	b-catenin transl	b-catenin transl cell count 5 µM	Yfh1-depleted yeast	Autophagy mod	Autophagy mod cell loss 18 h	NOD2 inhibition	WT yeast gro inh	WT yeast gro inh mutant strain	MT stabilize HCS	MT stabilize HCS Hoechst-high %	MT stabilize HCS cytotoxicity %
O=C(Nc1ccc(Cl)cc1)c1ccc2nsnc2c1	11	755	-0.61	1265	-0.42	-0.22	-0.14	0.14	-0.3	1132	i	i	36	-57%	9	2	4.3	2.1	3.7
CCOc1ccc(C2Nc3ccc4ccccc4c3-c3c2c(=O)oc2ccccc32)cc1 (stereo not drawn)	-12	788	0.01	931	0.11	-0.14	0.15	-2.3	-2.8	1213	i	i	-15	-47%	-13	-14	1.1	1.1	9.0
O=C(O)C1CCCCC1C(=O)NCCCN1CCOCC1 (stereo not drawn)	.	.	0.1	1447	-1.2	-0.3	-0.45	0.32	3.1	1371	i	i	-18	12%	19	25	3.4	2.3	3.4
Cc1cnc(CN(C)Cc2c(C(=O)N3CCc4ccccc4C3)nc3ccc(Cl)cn23)[nH]1	-6	740	.	.	-0.98	-0.29	-0.35	0.19	-1.3	1019	i	i	3	6%	9	5	1.3	1.1	1.6
CSc1ccc(N2C(=O)NC3(CCCCC3)C2=O)cc1	.	.	0.16	971	0.49	-0.31	0.57	0.065	-0.7	1195	i	i	1	-35%	2	8	5.9	2.6	7.1
O=C(Nc1ccon1)C12CC3CC(C1)CC(n1cnc([N+](=O)[O-])n1)(C3)C2	3	634	1	1605	0.64	-0.02	0.82	-0.14	-2.1	998	i	i	-14	8%	-6	8	0.9	2.7	7.7
Cc1ccc(S(=O)(=O)c2c[nH]c3cc4c(cc3c2=O)OCO4)cc1	-10	754	-0.45	1098	-0.1	-0.27	0.55	-0.086	0.6	1331	i	.	.	7%	.	.	.	.	.
O=c1nc2n(c3sc4c(c13)CCCC4)C(CBr)CS2 (stereo not drawn)	.	.	-0.43	1487	-0.17	-0.088	-0.19	-0.29	-2.2	978	i	i	7	-2%	-32	18	3.8	1.4	0.1
COc1ccc(OCc2cccc(C(=O)O)c2)cc1	-2	649	0.68	1257	.	.	.	.	2.8	964	i	.	.	-185%	4	1	.	.	.
CCCCNC(=O)CSc1nc2cc3c(cc2c(=O)n1Cc1ccco1)OCO3	16	679	-1.4	1595	-0.62	-0.16	-0.51	-0.34	-1.9	1097	i	i	0	8%	-24	6	2.5	2.3	8.2
N#C/C(=C(/O)COC(=O)c1ccc(Cl)c(S(=O)(=O)N2CCOCC2)c1)c1nc2ccccc2[nH]1	12	698	-0.22	1392	0.25	-0.096	0.22	-1.2	-1.7	1034	i	i	7	1%	-9	6	2.6	4.1	9.1
CC(Oc1ccc(Cl)cc1Cl)C(=O)NCCCn1ccnc1 (stereo not drawn)	.	.	.	.	0.47	0.45	-0.31	-1.2	-3.1	1036	i	i	-3	5%	-3	-4	6.4	3.0	6.2

Assay outcomes (PubChem BioAssay)
